# Screens (PubChem)
# BoNT F protease: blocks Botulinum neurotoxin F light chain protease; Multiplex microsphere protease cleavage assay, flow cytometry; inhibition, % at 10 µM; actives 0.22% (n = 360,000); in the data active = inhibition above about 35%, passing the limit was not always enough; inconclusive = no clear call, values can overlap the other calls; also: plate controls were buffer without enzyme for full effect and enzyme alone for no effect
# Rv3671c inh: Rv3671c (M. tuberculosis) protease inhibition. P9WHR9. inhibition, % at 5.96 µM. actives 0.048% (n = 320,000). AID 2606; in the data active = inhibition above about 38%;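 also: extracellular domain of Rv3671c used as enzyme; 0% = enzyme with DMSO and 100% = no enzyme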
# SARS 3CLpro inh: SARS-CoV 3CLpro protease inhibition; inhibition, % at 6 µM; recombinant SARS-CoV 3CLpro, quenched FRET peptide cleavage; actives 0.14% (n = 290,000); in the data active = inhibition above about 12%
# PriA SSB inh: K. pneumoniae PriA-SSBct interaction inhibition; AlphaScreen SSBct-PriA binding, biotinylated peptide; inhibition, % at 33 µM; actives 0.6% (n = 430,000); AID 1272365; in the data active = inhibition mostly above about 37%, no sharp cut-off; inactive = mostly below about 20%;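 also: plate controls were negative control peptide for no effect and reference peptide for full effect; strong numbers were not always called active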
# BoNT-A LC inh2: blocks Botulinum neurotoxin A light chain protease. multiplex microsphere protease substrate cleavage, flow cytometry. inhibition, % at 10 µM. actives 0.17% (n = 360,000). AID 588499; also: plate controls were buffer without enzyme for full effect and enzyme alone for no effect
# MazEF act: increases E. coli MazEF RNase cleavage of RNA | FAM/BHQ RNA-DNA oligo cleavage fluorescence, 5 h | activation, % at 20 µM | actives 0.32% (n = 350,000) | AID 504720; in the data active = activation above about 50%
# Target sequence (P0AE70 whole entry, looked up): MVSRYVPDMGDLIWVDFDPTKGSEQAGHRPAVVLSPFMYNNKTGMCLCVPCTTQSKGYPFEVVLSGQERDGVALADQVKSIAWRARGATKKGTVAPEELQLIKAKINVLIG
# PrPC TRFRET: inhibitors of human cell surface prion protein PrPC | P04156 | actives 0.43% (n = 370,000) | inhibition, % at 13.8 µM | TR-FRET read-out; in the data active = inhibition above about 24%; also: 0% = median of the test wells and 100% = reference compound wells
# Anthrax LF prot: blocks Bacillus anthracis lethal factor protease; P15917; inhibition, % at 10 µM; actives 0.12% (n = 360,000); multiplex microsphere protease cleavage assay, LF; AID 588501; also: plate controls were buffer without enzyme for full effect and enzyme alone for no effect
# Target sequence (P15917 whole entry, looked up): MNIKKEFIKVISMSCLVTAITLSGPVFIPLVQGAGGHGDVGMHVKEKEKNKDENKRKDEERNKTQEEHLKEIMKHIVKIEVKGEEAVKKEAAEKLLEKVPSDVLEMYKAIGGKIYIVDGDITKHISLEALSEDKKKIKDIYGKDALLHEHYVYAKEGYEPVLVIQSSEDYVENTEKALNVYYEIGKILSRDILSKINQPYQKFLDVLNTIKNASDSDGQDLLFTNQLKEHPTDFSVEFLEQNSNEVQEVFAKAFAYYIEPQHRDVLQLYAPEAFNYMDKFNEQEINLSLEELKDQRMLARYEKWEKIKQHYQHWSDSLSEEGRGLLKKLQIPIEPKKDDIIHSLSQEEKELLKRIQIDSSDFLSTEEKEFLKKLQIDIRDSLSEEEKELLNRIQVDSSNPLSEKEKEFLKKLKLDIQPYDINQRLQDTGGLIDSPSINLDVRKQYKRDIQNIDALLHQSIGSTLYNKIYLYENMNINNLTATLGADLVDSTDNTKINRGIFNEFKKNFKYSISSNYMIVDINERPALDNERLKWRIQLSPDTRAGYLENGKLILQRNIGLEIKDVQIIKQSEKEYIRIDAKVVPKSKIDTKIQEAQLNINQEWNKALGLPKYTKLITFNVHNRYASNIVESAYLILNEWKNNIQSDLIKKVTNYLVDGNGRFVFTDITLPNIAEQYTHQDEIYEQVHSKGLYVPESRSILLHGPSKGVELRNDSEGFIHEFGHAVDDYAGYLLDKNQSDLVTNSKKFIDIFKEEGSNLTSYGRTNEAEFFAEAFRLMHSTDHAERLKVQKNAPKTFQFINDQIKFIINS
# VHR inh abs: inhibitors of human VHR1 phosphatase (DUSP3) | AID 1654 | inhibition, % at 13.3 µM | recombinant VHR phosphatase, pNPP absorbance | actives 0.52% (n = 290,000) | P51452; in the data active = inhibition above about 50%; also: some compounds called inactive have numbers as strong as hits
# CCHFV vOTU inh: CCHFV vOTU protease inhibition; inhibition, % at 11.5 µM; Pep-AMC fluorescence; actives 0.55% (n = 370,000); in the data active = inhibition above about 30%; also: 0% = vehicle wells with enzyme and 100% = no enzyme wells
# * = called active by the depositor; ? = inconclusive; . = no result given; + = active, no number; & = joins results of further samples. Rule as the data show it, unless noted: active = inhibition above about 30%; inconclusive = no clear call, values can overlap the other calls; inactive = below that. Not all compounds are listed, so the mix of outcomes need not match the whole.
SMILES,BoNT F protease,Rv3671c inh,SARS 3CLpro inh,PriA SSB inh,BoNT-A LC inh2,MazEF act,PrPC TRFRET,Anthrax LF prot,VHR inh abs,CCHFV vOTU inh
CCSc1nnc2c(n1)OC=Nc1ccc(Br)cc1-2,15.9,3.6,-3.0,-9.2,1.1,1.7,-6.6,3.0,20.7,9.4
COCCn1c(COc2cccc(OC)c2)nnc1SCC(=O)NC1CCCC1,9.3,-3.0,-3.6,-14.2,1.7,6.3,4.4,6.2,2.2,10.5
CC(=O)c1c(C)[nH]c(C(=O)CN2C(=O)NC(C)(C)C2=O)c1C,18.0,3.2,.,-5.7,2.5,-10.0,-1.0,-0.4,.,7.9
O=C(CNC(=S)N(Cc1ccccc1)Cc1cccnc1)NCCc1ccccc1,-0.8,1.7,4.0,6.2,-0.8,-3.6,-1.3,-0.8,4.1,-5.1
CC(C)C(=O)c1cn(CC(=O)NCc2ccco2)c2ccccc12,11.3,0.8,-0.8,-5.9,0.4,-0.2,-3.0,-0.8,22.0,-1.2
C[C@@H]1CN([C@H](C)CO)C(=O)c2c(c3ccccc3n2C)-c2ccccc2CO[C@H]1CN(C)Cc1ccc2c(c1)OCCN2C,-0.7,.,.,.,-0.4,-3.2,-3.7,7.1,.,-4.8
CC(/C=N/NC(=O)c1cc(-c2ccc(C)s2)[nH]n1)=C\c1ccccc1,-3.2,-22.8,5.9,.,-1.1,-26.1,0.7,-0.6,20.9,2.2
Cc1ccc(/C=C2\SC(=S)N(CCCC(=O)Nc3cccnc3)C2=O)cc1,8.3,0.4,11.4,-4.8,-0.2,7.1,.,0.3,6.5,.
CCCn1c(SCC(=O)Nc2ccc(OCC)cc2)nnc1C(C)C,6.8,0.2,1.6,-21.0,0.6,11.2,0.4,1.8,0.0,16.2
COc1ccc(C(=O)Oc2cccnc2)cc1,0.1,0.6,25.2*,-1.0,0.2,-5.2,2.4,-0.3,14.0,14.8
COc1cc(NC(=O)c2csc(-c3ccncc3)n2)cc(C(=O)Nc2cccc(C(F)(F)F)c2)c1,-30.1&-2.5,-68.7,.,0.0,-1.3&0.8,-28.1&-18.5,-1.7&-3.5,-4.0&-1.1,18.7,13.3&1.5
CC(C)N1CC(C(=O)Nc2ccc(C#N)cc2)CC1=O (centres undefined),-13.1,7.7,2.0,-14.4,-0.3,3.2,4.1,3.0,9.2,-2.3
Cc1nc(NC(C)C)c2oc3ccccc3c2n1,0.1,-1.6,6.4,-6.2,0.2,6.5,5.1,-7.2,9.6,-8.9
COc1ccc2nc3ccccc3nc2c1NC(=O)c1ccc(Cl)cc1Cl,-4.7,5.2,-3.3,3.0,-3.8,+,-6.3,-4.1,-1.6,-1.9
CCCCn1c(N)c(N(CCOC)C(=O)c2ccc3c(c2)C(=O)N(c2cc(C)ccc2C)C3=O)c(=O)[nH]c1=O,9.0,-0.1,-4.3,2.9,-0.3,7.2,-1.6,-0.9,14.5,-9.5
COC(=O)C(C)Sc1n[nH]c(=S)s1 (centres undefined),-7.6,2.4,4.1,-21.8,0.6,0.5,6.2,1.5,27.3,5.5
Cc1ccc(CNC(=O)CSc2nnc3n2CCCCC3)cc1,-1.6,-1.1,.,-15.6,0.1,0.7,8.5,-13.7,.,-1.7
COCCN(C(=O)CSc1nnc(-c2ccncc2)n1C)c1c(N)n(CC(C)C)c(=O)[nH]c1=O,-5.0,.,.,-3.9,0.3,4.5,-7.0,-2.4,.,3.4
CS(=O)(=O)N(CC(=O)NN=C1CCCCCC1)c1ccc(Oc2ccccc2)cc1,-2.4,-11.0,-1.6,-3.0,-0.7,5.6,-0.2,-1.9,-12.8,2.4
Cc1cc(N2CCCCC2)c(F)cc1[N+](=O)[O-],3.4,3.4,3.3,-4.4,-0.2,-2.3,0.9,-1.4,4.8,3.0
O=P(OCC(F)(F)C(F)F)(N1CCOCC1)N1CCOCC1,9.5,7.1,4.9,-3.8,0.5,-2.3,0.1,-4.0,23.8,-1.0
Cc1ccc(C2C(C#N)=C(N)SC(N)=C2C#N)c(C)c1,71.0*,-36.9,-4.3,-1.7,40.0*,-404.2,.,27.8,-11.6,.
CC(C)(C)OC(=O)N1CCCC1C(=O)NC(Cc1ccccc1)C(=O)O (centres undefined),1.8,6.9,4.6,-4.3,1.0,3.0,-6.8,-7.9,9.4,-4.6
NNC(=O)c1cc2c(s1)-c1cc(Cl)ccc1SC2,?,1.1,-3.4,-6.0,2.1,9.5,-0.8,-16.3,6.2,-4.3
Nc1ccc2nc(NC(=O)C3CCCCC3)sc2c1,-4.1,5.7,2.6,14.4,-0.5,-14.4,12.8,1.7,23.4,-8.2
CCOC(=O)c1c(C)[nH]c(C(=O)C(Cc2ccccc2)N(C)C)c1C (centres undefined),-20.6,12.2,1.1,3.5,-1.9,10.7,-10.3,-1.3,-10.5,-9.1
COc1ccc(C(=O)c2c(C)c3ccccc3n2CC(O)CNC(C)C)cc1 (centres undefined),-2.3,2.3,5.2,3.3,1.7,12.5,-9.8,0.2,-8.4,-12.8
O=c1c2cn[nH]c2nc(SCc2ccc3c(c2)OCCO3)n1-c1ccccc1,-2.1,-12.4,-0.3,-0.4,0.4,-3.9,-0.1,1.0,24.3,5.8
CCN(CC(=O)Nc1ccc(OC)cc1)C(=O)CSCc1c(C)noc1C,-8.6,0.4,.,-6.4,0.0,-1.7,9.3,-7.0,.,-3.8
CC(=O)N1CCSc2ccc(S(=O)(=O)N3CCC(C)CC3)cc21,.,3.5,0.7,-12.2,.,2.6,2.0,.,-11.5,9.8
CCOc1ccc(OCCOCCNCCOC)cc1,41.3*,9.0,3.9,-3.8,3.5,-0.9,5.9,1.0,-5.3,-9.7
Cc1nc2cc(NC(=O)N3CCN(c4ccccn4)CC3)ccc2o1,-10.1,-4.7,-1.1,-12.9,-0.5,3.2,0.1,-4.8,3.6,-8.8
O=C(Nc1cccc2ccccc12)c1csc([C@@H]2O[C@H](CO)[C@H](O)[C@H](O)[C@H]2O)n1,0.0,.,.,.,-0.2,.,5.1,0.9,.,-9.2
COc1ccc(C(C(=O)NC2CCCC2)N(Cc2ccc(F)cc2)C(=O)c2ccn[nH]2)cc1OC (centres undefined),-0.1,0.3,2.3,-2.9,0.7,2.4,-0.1,0.7,18.6,1.6
CN(CC(=O)Nc1ccccc1Br)c1ncnc2sccc12,1.0,-3.4,2.1,-3.9,-0.1,57.3*,6.6,-1.8,-2.0,-7.8
O=C(NNC(=S)NC1CC2C=CC1C2)c1ccncc1 (centres undefined),?,5.5,2.4,-5.3,1.4,4.5,1.9,0.2,-17.9,1.8
CCOc1cc(C)c(Cl)cc1S(=O)(=O)NCc1ccc2c(c1)OCO2,-9.3,-6.4,4.2,-6.9,0.0,-6.8,12.6,-2.5,7.1,6.2
CCN(c1ccc(NC(=O)COC(=O)CCc2nc3ccccc3n2-c2ccccc2)cc1)C(C)C,-11.7,5.8,3.2,55.2*,-1.0,-5.2,7.8,-5.4,38.4,-2.0
CCN(CC)C(=O)C1CCCN(C/C(C)=C/c2ccccc2)C1 (centres undefined),-7.7,3.2,-4.1,-4.9,-1.0,-5.6,-1.9,-3.5,18.8,-9.0
Cc1nnc(SCC(=O)Nc2cc(C(F)(F)F)ccc2N2CCOCC2)o1,-1.0,3.0,1.8,-0.4,0.4,6.0,3.5,3.9,-1.3,-10.4
FC(F)(F)c1nnc(N2CCN(c3ccc(Cl)cc3)CC2)s1,?,2.5,9.7,2.8,?,2.9,-1.4,-1.5,-8.8,-0.3
COc1ccccc1C(CNC(=O)c1ccc(S(=O)(=O)NCc2ccco2)cc1)N(C)C (centres undefined),-12.7,-7.4,-4.9,14.4,-2.3,8.3,0.2,-7.2,1.2,1.2
CCN(CC)CCn1c(OC)cc(=O)[nH]c1=O,7.0,2.6,-1.9,-6.8,-0.1,-8.9,5.1,-3.8,4.8,2.7
CC1(C(=O)NS(=O)(=O)c2ccc(F)cc2F)CCN1C(=O)CC1CCCC1 (centres undefined),-1.9,.,.,.,0.2,.,2.2,-2.8,.,-1.4
COc1ccccc1CNC(=O)Cc1ccc(OC)c(OC)c1,-3.4,0.0,1.7,-8.5,-0.2,4.5,3.0,8.2,-3.6,-2.3
COc1ccccc1NC(=O)Cn1c(C)nc2c(sc(=S)n2Cc2ccco2)c1=O,0.6,-10.0,3.1,1.9,-0.5,-19.8,4.6,-2.9,16.6,-4.8
Fc1ccc(Br)cc1C1C=C(c2ccc(Br)cc2)Nc2ncnn21 (centres undefined),-6.8,-2.1,7.7,-4.2,-5.2,2.3,6.2,-1.0,24.0,-1.9
COc1ccc(/C=C/C(=O)OCC(=O)Nc2ccc(N3CCOCC3)cc2)cc1,0.6,-1.8,4.5,-13.4,0.2,2.3,2.9,-7.3,-1.4,6.8
COc1ccc(NC(=O)C(c2ccccc2)c2ccccc2)cn1,-0.9,3.4,-2.0,-12.9,-0.1,7.9,7.9,-0.6,9.0,2.8
O=C(CN(Cc1ccc(F)cc1)C(=O)CCC(=O)Nc1ccccn1)NCc1ccc(F)cc1,14.9,-5.0,-1.9,-0.7,-2.0,-16.1,-2.6,-18.1,40.3,-3.0
COc1cc(/C=C/C(C)=NNc2ccccc2)ccc1O,-5.4,.,.,6.0,-0.7,9.1,7.7,-6.0,.,17.4
COc1ccccc1OCC(=O)N1CC2(C)CC1CC(C)(C)C2 (centres undefined),8.9,0.6,-1.7,0.9,0.3,-4.1,3.6,-0.7,9.0,22.4
CN(C)CCCNS(=O)(=O)c1ccc(NC2CCCCCC2)c([N+](=O)[O-])c1,-11.4,3.4,4.4,6.0,-4.3,1.7,-46.4,-4.9,52.0*,3.5
CC(C)(C)CC(C)(C)SSc1n[nH]c(=S)s1,0.3,.,.,-2.7,-0.3,-2.3,6.7,-2.4,.,4.8
CCOc1ccc(C(C)C)cc1S(=O)(=O)n1ccnc1C,-7.2,4.0,-5.6,-10.7,-0.2,-22.1,-5.0,0.8,24.7,0.1
CC(C)(C)c1ccc(C(=O)Nc2ccc(C(=O)N3CCOCC3)cc2)cc1,-1.2,-0.9,-5.8,1.5,0.5,0.0,4.3,-2.7,10.1,-8.4
COc1ccccc1C(=O)NCC(=O)NNC(=O)c1cccs1,-2.6,9.1,.,-19.0,-0.2,4.3,2.8,-3.4,.,8.4
COc1cccc(NC(=O)/C=C/c2ccccc2[N+](=O)[O-])c1,-4.7,-4.1,-0.8,11.2,0.4,11.8,-14.1,-0.8,7.6,-1.1
Cc1cccc2c1CCCC2=O,-0.7,.,.,-2.9,-0.1,-0.1,-4.2,-0.7,.,18.6

# Given as tab-separated lines: 6 of the compounds above
molecule	BoNT F protease	Rv3671c inh	SARS 3CLpro inh	PriA SSB inh	BoNT-A LC inh2	MazEF act	PrPC TRFRET	Anthrax LF prot	VHR inh abs	CCHFV vOTU inh
COc1cccc(NC(=O)/C=C/c2ccccc2[N+](=O)[O-])c1	-4.7	-4.1	-0.8	11.2	0.4	11.8	-14.1	-0.8	7.6	-1.1
COc1ccccc1C(CNC(=O)c1ccc(S(=O)(=O)NCc2ccco2)cc1)N(C)C (centres undefined)	-12.7	-7.4	-4.9	14.4	-2.3	8.3	0.2	-7.2	1.2	1.2
COc1ccccc1CNC(=O)Cc1ccc(OC)c(OC)c1	-3.4	0.0	1.7	-8.5	-0.2	4.5	3.0	8.2	-3.6	-2.3
COc1ccc(NC(=O)C(c2ccccc2)c2ccccc2)cn1	-0.9	3.4	-2.0	-12.9	-0.1	7.9	7.9	-0.6	9.0	2.8
CC(C)(C)CC(C)(C)SSc1n[nH]c(=S)s1	0.3	.	.	-2.7	-0.3	-2.3	6.7	-2.4	.	4.8
CC(C)(C)c1ccc(C(=O)Nc2ccc(C(=O)N3CCOCC3)cc2)cc1	-1.2	-0.9	-5.8	1.5	0.5	0.0	4.3	-2.7	10.1	-8.4
